# Assay outcomes from PubChem BioAssay.
# STAT1 inh = inhibitors of IFN-gamma induced STAT1 signaling; AID 920; NIH 3T3 STAT1-luciferase reporter, luminescence; 0.35% of 200,000 active; inhibition, % at 5.5 µM;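 active = inhibition above a set limit, the mean inhibition across all tested compounds plus 3 SD, cut at about 34% in these data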;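 note: 0% = IFN-gamma with DMSO and 100% = IFN-gamma with 300 µM nifuroxazide; values of inactives mirror those of a sister screen read the other way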
# TNAP act hi DEA = activators of human TNAP at high phosphate acceptor concentration. P05186. purified TNAP, CDP-star luminescence, 1 M DEA, 30 min; hits give high values; 0 = EDTA background, 1 = DMSO-only activity. activation factor at 20 µM. 200,000 tested, under 10 active. AID 1136;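 active = activation factor at least 2 at 20 µM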
# Target sequence (P05186 whole entry, looked up): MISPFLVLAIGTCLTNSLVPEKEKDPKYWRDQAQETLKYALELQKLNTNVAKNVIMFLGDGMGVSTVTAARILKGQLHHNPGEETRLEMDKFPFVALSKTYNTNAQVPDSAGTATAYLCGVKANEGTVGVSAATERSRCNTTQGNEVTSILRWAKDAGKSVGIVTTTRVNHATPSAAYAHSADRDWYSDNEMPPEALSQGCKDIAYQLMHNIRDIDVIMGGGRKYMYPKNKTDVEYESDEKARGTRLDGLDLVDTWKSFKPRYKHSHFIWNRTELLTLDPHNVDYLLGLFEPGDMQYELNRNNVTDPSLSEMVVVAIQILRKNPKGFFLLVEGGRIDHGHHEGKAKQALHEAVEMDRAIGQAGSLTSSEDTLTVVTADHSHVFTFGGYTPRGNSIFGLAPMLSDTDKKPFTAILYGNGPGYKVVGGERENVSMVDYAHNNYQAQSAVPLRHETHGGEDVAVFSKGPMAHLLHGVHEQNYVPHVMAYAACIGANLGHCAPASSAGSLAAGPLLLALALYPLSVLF
#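 Control set: EDTA negative control, DMSO positive control / Assay system: human TNAP / Quantity: TNAP 1/800 final / Evaluation: TNAP activation factor scaled between EDTA and DMSO control wells / Measured by: luminescent substrate turnover signal / Compound dosing: one dose, 20 µM / Times: 30 min enzyme reaction at room temperature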
# bIAP inhibitor = intestinal alkaline phosphatase (bovine) inhibition | purified bovine IAP, CDP-star luminescence, 30 min | inhibition, % at 20 µM | 190,000 tested, under 10 active | AID 1019;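 active = over 50% inhibition of intestinal alkaline phosphatase at 20 µM in the single-dose screen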
#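 System: Purified bovine intestinal alkaline phosphatase (IAP) enzyme | Input: IAP diluted 1/65,000,000 in the well | Also added: CDP-star chemiluminescent phosphatase substrate, 30 µM final | Dosing: 20 µM single dose | Times: Enzyme reaction for 30 min at room temperature | Detection: Luminescence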
# TR-FRET SRC-2 ct = TR-FRET artefact, counter-screen to PPARgamma/SRC-2 agonist assay; hits give high values; TR-FRET ratio at 8 µM; 0.4% of 200,000 active; AID 1049; in the data active = TR-FRET ratio above about 2000; note: inactives centre near 1500
# bIAP activator = increases bovine intestinal alkaline phosphatase activity. purified bovine IAP, CDP-star luminescence, 30 min; hits give high values; fold of DMSO-control signal, blank-subtracted. AID 1016. activation factor at 20 µM. 0.17% of 200,000 active;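 active = activation factor of 2 or more at 20 µM, a signal rise over negative controls twice the positive control's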
# PPARg SRC-3 ag = PPARgamma-driven SRC-3 recruitment agonism; P37231; biochemical PPARgamma/SRC-3 coactivator recruitment assay; activation, % at 8 µM; 0.26% of 200,000 active; AID 731; in the data active = activation above about 23%;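 note: 0% = DMSO and 100% = reference agonist; some compounds past the cut are filed as inactive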
# Target sequence (P37231 whole entry, looked up): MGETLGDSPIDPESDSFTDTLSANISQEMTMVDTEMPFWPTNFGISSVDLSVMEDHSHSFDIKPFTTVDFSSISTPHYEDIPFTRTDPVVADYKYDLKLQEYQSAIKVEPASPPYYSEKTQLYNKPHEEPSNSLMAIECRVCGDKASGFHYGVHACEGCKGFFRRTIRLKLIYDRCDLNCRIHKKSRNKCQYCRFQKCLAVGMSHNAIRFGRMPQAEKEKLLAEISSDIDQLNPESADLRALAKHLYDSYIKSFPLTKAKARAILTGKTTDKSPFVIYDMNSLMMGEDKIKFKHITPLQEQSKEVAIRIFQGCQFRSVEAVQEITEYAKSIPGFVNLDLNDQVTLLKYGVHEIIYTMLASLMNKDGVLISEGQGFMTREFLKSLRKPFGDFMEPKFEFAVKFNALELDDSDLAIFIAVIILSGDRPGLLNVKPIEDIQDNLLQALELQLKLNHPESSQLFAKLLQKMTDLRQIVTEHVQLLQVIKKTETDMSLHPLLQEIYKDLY
# STAT3 activator = activators of IL-6 induced STAT3 signaling; 0.91% of 190,000 active; activation (% of control), % at 5.6 µM; U3A cells, IL-6 STAT3-luciferase reporter, luminescence; 100% = signal with IL-6 EC80 alone;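 active = activation above the screen-wide mean of compound activation plus 3 SD, cut at about 130% in these data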;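 note: 0% = background luminescence of wells with medium and substrate only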
#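 Material: STAT3-luciferase reporter U3A cells; Probe or stimulus: IL-6 (33 ng/mL); Incubation: compound pre-incubation 1 h before IL-6, then 6 h stimulation at 37 °C; Technique: luminescence from STAT3-driven luciferase reporter; Evaluation: % activation versus median of IL-6-stimulated wells; Controls: IL-6-only high control.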
# STAT3 inh = reduces IL-6 driven STAT3 reporter signal | U3A cells, IL-6 STAT3-luciferase reporter, luminescence; host cell line lacks STAT1 | inhibition, % at 5.5 µM | 0.89% of 190,000 active;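 active = inhibition above the mean inhibition across all screened compounds plus 3 SD, cut at about 44% in these data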;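 note: 0% = DMSO only wells and 100% = 100 µM nifuroxazide control wells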
# PPARg SRC1 recr = promotes SRC-1 coactivator recruitment by human PPARgamma. PPARgamma-SRC-1 coactivator recruitment biochemical assay. activation, % at 8 µM. 0.41% of 200,000 active. AID 631; in the data active = activation above about 19%;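 note: 0% = DMSO and 100% = reference agonist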
# ROMK primary = modulates human ROMK potassium channel activity; Tet-inducible ROMK, thallium flux fluorescence; actives lie on both sides; 2% of 130,000 active; B-score at 10 µM;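 active = signal ratio slope over the read window, or its plate-corrected B-score, at least 3 SD from the plate mean, either direction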;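 note: B-score of the F/F0 ratio slope over 7 to 12 s after thallium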
# PPARg SRC2 recr = PPARgamma-driven SRC-2 recruitment agonism; P37231; PPARgamma LBD-SRC-2 recruitment, biochemical; activation, % at 8 µM; 0.34% of 200,000 active; in the data active = activation above about 22%;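 note: 0% = vehicle and 100% = reference agonist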
# * hit, by the source's call; nt = not tested or not shown.
SMILES,STAT1 inh,TNAP act hi DEA,bIAP inhibitor,TR-FRET SRC-2 ct,bIAP activator,PPARg SRC-3 ag,STAT3 activator,STAT3 inh,PPARg SRC1 recr,ROMK primary,PPARg SRC2 recr
O=C(Nc1nncs1)c1cccc(S(=O)(=O)N2CCc3ccccc32)c1,7,1,-12,1438,1.1,4,108,-11,6,-0.47,9
O=C(CN1C(=O)CSc2ccc(S(=O)(=O)N3CCOCC3)cc21)NCc1cccnc1,2,1,-1,1588,1,4,95,11,8,0.095,15
CCCC(=O)Nc1ccc(Cc2ccc(NC(=O)CCC)c(C(=O)O)c2)cc1C(=O)O,3,1,1,1532,1,-3,96,12,3,0.11,2
COc1ccc(S(=O)(=O)Nc2ccc(N3CCOCC3)cc2)cc1Br,3,1,3,1697,1,2,97,2,1,0.21,3
O=S(=O)(NCc1ccco1)N1CCCCCC1,-4,1,7,1660,0.9,-11,101,0,6,0.32,11
O=C1COc2ccc(C(=O)COC(=O)CNC(=O)C3CCCCC3)cc2N1,-2,1,0,1440,1,4,106,-5,0,-0.44,5
CN1C(=O)C2(OCC(COc3ccc(Cl)cc3)O2)c2ccccc21 (stereo unspecified),3,1,4,1713,1,-2,76,31,2,nt,10
COc1ccccc1N1CCN(c2ccc(-c3ccccc3)nn2)CC1,-15,1,0,1787,1,6,47,67*,4,2.5*,0
O=C(c1cc2sccc2n1Cc1ccccc1)N1CCCc2ccccc21,-10,1.1,14,1646,0.9,8,111,-14,0,-0.69,0
CCOC(=O)c1c(C)[nH]c(C)c1C(=O)CSc1nc(N)cc(=O)[nH]1,-3,1,2,1603,1,1,105,-4,7,nt,4
CS/C(=N\S(=O)(=O)c1cccs1)NC(=O)CSc1nc2ccccc2s1,2,1.1,4,1562,1,5,117,-14,-2,nt,8
COc1ccccc1CN(Cc1nc2ccccc2c(=O)[nH]1)C(=O)Nc1ccc(C)cc1,-3,1,6,1402,0.9,-2,92,10,4,0.6,6
Cc1c(NC(=O)c2c(F)cccc2F)c(=O)n(-c2ccccc2)n1C,8,1,3,1628,1,9,96,9,-8,nt,-4
C=C(C)COc1ccc(-c2n[nH]c(C)c2-c2ccccc2OC)c(O)c1,0,1,-20,1510,1.2,-7,98,5,-4,1.2,-1
CCOC(=O)N1CCC(Nc2c(NCCN3CCN(c4cccc(Cl)c4)CC3)c(=O)c2=O)CC1,0,1.1,7,1465,0.9,1,103,1,-3,nt,3
COc1ccc([N+](=O)[O-])cc1/C=N/NC(=O)Cc1ccccc1,14,1.1,-14,1407,1.1,-1,105,-4,-2,0.3,2
COc1ccc(C(=O)OCC(=O)c2cc(OC)ccc2OC)c(OC)c1,-7,1.1,1,1361,1,3,100,4,-2,0.2,-1
COc1ccccc1CNC(=O)c1ccc(S(=O)(=O)N2CCCC2)cc1,3,1,1,1480,1,-5,103,3,0,nt,9
Cc1ccc(CSC2=Nc3sccc3C3=NC(=O)CN23)cc1,-3,1,14,1632,0.9,16,112,-8,3,nt,4
CCC(CC)C(=O)Nc1c2c(nn1-c1ccc(OC)cc1)CS(=O)(=O)C2,11,1,-14,1627,1.1,4,102,1,5,nt,3
CC(=O)OCc1c(C(F)(F)F)nn(C)c1Sc1ccccc1,-1,1.1,2,1675,1,7,105,0,9,nt,4
CCCCCCCC(=O)Nc1ccc(C(=O)N/N=C/c2cccc([N+](=O)[O-])c2)cc1,-3,1.1,42,1551,0.6,8,108,0,5,nt,0
CCOc1ccccc1-n1c(SCC(=O)Nc2ccc(CC)cc2)nc2n[nH]c(C)c2c1=N,7,1,-21,1721,1.2,10,104,-2,2,nt,-1
CCc1nc(OCC(=O)c2ccccc2)c(C#N)c2c1COC(C)(C)C2,-4,1,11,1410,0.9,-12,99,-2,0,-0.47,-3
COc1ccc(-c2cc3nc(-c4ccccc4)cc(N4CCCC(O)C4)n3n2)cc1 (stereo unspecified),-10,1,-5,1420,1.1,10,91,15,-2,-0.024,3

# Entries of single compounds, looked up by structure. Screens in order: STAT1 inh, TNAP act hi DEA, bIAP inhibitor, TR-FRET SRC-2 ct, bIAP activator, PPARg SRC-3 ag, STAT3 activator, STAT3 inh, PPARg SRC1 recr, ROMK primary, PPARg SRC2 recr
# Record of O=C(CN1C(=O)CSc2ccc(S(=O)(=O)N3CCOCC3)cc21)NCc1cccnc1 → 2, 1, -1, 1588, 1, 4, 95, 11, 8, 0.095, 15
# Record of COc1ccccc1CN(Cc1nc2ccccc2c(=O)[nH]1)C(=O)Nc1ccc(C)cc1 → -3, 1, 6, 1402, 0.9, -2, 92, 10, 4, 0.6, 6
# Record of CN1C(=O)C2(OCC(COc3ccc(Cl)cc3)O2)c2ccccc21 (stereo unspecified) → 3, 1, 4, 1713, 1, -2, 76, 31, 2, nt, 10
# Record of CCc1nc(OCC(=O)c2ccccc2)c(C#N)c2c1COC(C)(C)C2 → -4, 1, 11, 1410, 0.9, -12, 99, -2, 0, -0.47, -3

# Continued:
SMILES,STAT1 inh,TNAP act hi DEA,bIAP inhibitor,TR-FRET SRC-2 ct,bIAP activator,PPARg SRC-3 ag,STAT3 activator,STAT3 inh,PPARg SRC1 recr,ROMK primary,PPARg SRC2 recr
Cc1ccc(CNC(=O)C2CCCN(Cc3cnn(-c4ccccc4)c3-n3cccc3)C2)cc1 (stereo unspecified),3,1.1,-8,1434,1.1,-4,100,1,4,-0.81,0
C/C(=C/CCC(C)[C@H]1CC[C@@]2(C)C3=C(CC[C@]12C)[C@@]1(C)CCC(=O)C(C)(C)[C@@H]1CC3)C(=O)O (stereo partly specified),5,1,-8,1524,1.1,2,111,-16,10,3,17
CCCn1c(=O)n(C)c(=O)c2c(SCC(=O)NC34CC5CC(CC(C5)C3)C4)nc(CC(C)C)nc21,-1,1,5,1654,0.9,1,106,-3,-1,nt,3
CCCCn1c(SCC(=O)c2ccc(OCC)cc2)nc2cc(S(N)(=O)=O)ccc21,0,1,8,1567,0.9,-3,105,-8,7,0.47,3
COc1ccc(N2C(=O)CC(N3CCN(c4ccc(S(=O)(=O)N5CCCC5)cc4)CC3)C2=O)cc1 (stereo unspecified),-1,1.1,6,1350,0.9,-8,99,7,3,nt,4
COc1ccc(/C=N/NC(=O)c2nc(Cl)c(Cl)c(N)c2Cl)cc1COc1ccccc1F,-6,1,10,1660,0.9,3,105,-1,-1,nt,7
CCOC(=O)CNC(=S)N(Cc1ccc(C)cc1)Cc1ccc(C)o1,1,1,34,1476,0.7,4,107,-8,6,-1.2,-2
CC(C)(c1ccccc1)c1ccc(OCCCN2CCNCC2)cc1,10,1,-14,1492,1.1,-1,98,4,-6,-0.043,-9
CCc1ccc(NC(=O)CS(=O)CC(=O)NC(C)CCc2ccco2)cc1 (stereo unspecified),-4,1,-1,1550,1,-1,104,-1,1,-0.012,-8
Cc1cccc(OCc2nnc(SC(C)C(=O)O)n2Cc2ccccc2)c1 (stereo unspecified),-6,1.1,8,1579,0.9,2,104,0,-7,0.95,1
CC(Sc1ccc(Cl)cc1)C(=O)Nc1ccccc1C(=O)N1CCOCC1 (stereo unspecified),1,1,5,1590,0.9,4,99,4,4,0.1,2
O=C(NCCN1CCOCC1)c1c[nH]c2ccc(S(=O)(=O)N3CCOCC3)cc2c1=O,3,1,6,1532,0.9,2,102,6,6,1.3,9
Cn1c(=O)[nH]c(=O)c2c1nc(N1CCNCC1)n2CCOc1ccccc1,-5,nt,nt,1690,nt,8,106,-2,0,nt,4
O=C(CCNS(=O)(=O)c1ccc(Br)cc1)NC1CCCCC1,-6,1,-20,1685,1.2,3,98,10,2,-0.43,3
CCOc1ccc(-c2cc(C(=O)N3CCN(C)CC3)c3ccccc3n2)cc1,-17,1,-4,1622,1,-4,97,10,0,nt,-6
COc1ccc(Br)cc1CN1CCCCCCC1,11,1,8,1646,0.9,5,99,4,1,0.32,10
CCS(=O)(=O)N1CCN(c2c(Cl)cccc2[N+](=O)[O-])CC1,5,1,11,1635,0.9,1,91,21,5,nt,4
O=C(CNc1ccccc1)N/N=C/c1ccc([N+](=O)[O-])cc1,1,1,-11,1473,1.1,-1,92,12,8,0.26,7
Cc1ccccc1CC(=O)N1CCCC(CCC(=O)N2CCN(c3ccccn3)CC2)C1 (stereo unspecified),10,1.1,-7,1754,1.1,5,90,17,0,0.52,9
COc1cc(OC)c(C(=O)OCC(=O)c2cc(C)n(CC3CCCO3)c2C)cc1OC (stereo unspecified),2,1,2,1751,1,0,104,3,-5,0.92,6
CCCCC[C@H](O)/C=C/[C@@H]1[C@@H](C/C=C\CCCC(=O)O)[C@@H](O)C[C@H]1O,0,1,-10,1574,1.1,-1,97,6,8,nt,0
Cc1ccc2nc(C)cc(N/N=C/c3cccnc3)c2c1,-10,1,3,1395,1,2,106,-6,-4,-0.2,2
CCOC(=O)c1c(C)nc2sccn12,-2,1,3,1518,1,0,97,10,0,nt,4
Cc1cc(NC(=O)c2ccc(Cl)cc2)no1,-17,1,7,1568,0.9,8,86,19,0,0.3,3
CC(C)(C)C1CCc2sc(-c3nnc(CCl)o3)cc2C1 (stereo unspecified),0,1,0,1530,1,4,101,7,6,0.2,1
O=C(CCN1CCN(c2ccccc2)CC1)Nc1nccs1,1,1,-4,1351,1,-1,94,9,1,-0.49,-7
O=C(NCc1ccc(F)cc1)c1noc2c1CCCC2,-6,1,11,1562,0.9,-4,105,-4,0,-0.11,-8
CCC(C)(C)NC(=O)CN(C(=O)c1snc(C(N)=O)c1N)c1ccc2c(c1)OCO2,-8,1,6,1523,0.9,1,101,4,4,-0.098,7
CC(C)CCNC(=O)C(CC(C)C)N(Cc1ccc2c(c1)OCO2)C(=O)c1snc(C(N)=O)c1N (stereo unspecified),0,1.1,7,1530,0.9,0,111,-9,-1,nt,-1

# Five of the entries above in order of their number in bIAP activator, largest number first:
compound,bIAP activator
O=C(CCNS(=O)(=O)c1ccc(Br)cc1)NC1CCCCC1,1.2
Cc1ccc(CNC(=O)C2CCCN(Cc3cnn(-c4ccccc4)c3-n3cccc3)C2)cc1 (stereo unspecified),1.1
Cc1ccc2nc(C)cc(N/N=C/c3cccnc3)c2c1,1
CCC(C)(C)NC(=O)CN(C(=O)c1snc(C(N)=O)c1N)c1ccc2c(c1)OCO2,0.9
CCOC(=O)CNC(=S)N(Cc1ccc(C)cc1)Cc1ccc(C)o1,0.7
